MLLE-PAM2 inh = inhibitors of microRNA-mediated deadenylation, human PABP1 MLLE binding | P11940 | actives 0.36% (n = 360,000) | inhibition, % at 20 µM | GST-MLLE / FITC-PAM2 fluorescence polarization; in the data active = inhibition above about 35%, passing the limit was not always enough;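 note: plate controls were DMSO wells with GST-MLLE for no effect and wells lacking GST-MLLE protein for full effect; some results filed as inactive read as strong as hits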
bovine MsrA act = bovine methionine sulfoxide reductase A activation; AID 602163; actives 0.3% (n = 360,000); purified bovine MsrA, absorbance read-out; activation, % at 10.6 µM; in the data active = activation above about 7.5%;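 note: 0% = vehicle and 100% = reference activator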
CSN deneddyl inh = blocks human CSN-mediated cullin deneddylation | actives 0.38% (n = 360,000) | inhibition, % at 12.5 µM | Purified CSN, SCF-Nedd8-OG deneddylation, fluorescence polarization;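 active = pattern-corrected inhibition above about 35%, with an unprinted fluorescence ratio check between 0.5 and 1.5, limit read from the data, passing the limit was not always enough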;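 note: 0% = enzyme with substrate and 100% = substrate without enzyme; some results filed as inactive read as strong as hits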
Target sequence (Q92905 whole entry, looked up, one chain of several): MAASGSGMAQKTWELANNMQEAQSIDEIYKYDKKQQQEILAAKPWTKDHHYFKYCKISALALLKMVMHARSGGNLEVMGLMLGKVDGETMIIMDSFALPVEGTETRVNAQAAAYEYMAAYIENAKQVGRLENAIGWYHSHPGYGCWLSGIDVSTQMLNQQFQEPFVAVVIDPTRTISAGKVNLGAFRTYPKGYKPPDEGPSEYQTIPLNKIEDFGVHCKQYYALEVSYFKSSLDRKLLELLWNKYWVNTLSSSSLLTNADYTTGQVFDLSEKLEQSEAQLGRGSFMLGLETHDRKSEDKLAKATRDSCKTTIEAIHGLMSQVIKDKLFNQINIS
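Assay system: purified human Csn5 enzyme expressed in HEK293T cells; measure: % inhibition; also added: SCFSkp2-Nedd8OG substrate at 10 nM final; technique: fluorescence polarization; times: reaction 90 min, room temperature; medium: Tris buffer pH 7.5, NaCl, DTT, Tween-20, trehalose, ovalbumin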
MT1-MMP act inh = blocks activation of human MT1-MMP; P50281; HT1080 RFP-PRO-GFP cells, GFP/RFP ratio fluorescence, overnight; percent of plate control window, DMSO zero; GFP/RFP ratio change, % at 20 µM; actives 0.061% (n = 360,000);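 active = GFP/RFP ratio change of at least 30% with cell ATP level not reduced by more than half and red fluorescence within 50% of control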; note: strong numbers were not always called active
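Assay system: HT1080 RFP-PRO-GFP cells | Dosing: 20 µM single dose, 1% DMSO | Incubation: Cells overnight before dosing, compound overnight, 37 °C, 5% CO2 | Evaluation: GFP/RFP fluorescence ratio | Control set: DMSO-only wells and HT1080 RFP-L50D-GFP cell wells as references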
MsrA inh = bovine MsrA inhibition; actives 0.75% (n = 360,000); purified bovine MsrA, absorbance read-out; inhibition, % at 15.5 µM; in the data active = inhibition above about 4.5%;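 note: 0% = vehicle wells with enzyme and 100% = reference inhibitor wells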
FAS-TE inh = FAS thioesterase (human) inhibition | recombinant FAS-TE, OMFH fluorogenic substrate, fluorescence endpoint | inhibition, % at 15 µM | actives 0.67% (n = 360,000) | AID 602261;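 active = compounds whose normalised, plate-corrected inhibition of enzyme fluorescence in the single-dose primary screen is 50% or more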;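 note: 0% = DMSO with enzyme and 100% = substrate without enzyme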
Rpn11 block = inhibitors of human proteasome Rpn11. human 26S proteasome, Ub4-pepOG fluorescence polarization; 20S core pre-blocked with epoxomicin. calls only at 20 µM. actives 0.59% (n = 360,000);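 active = inhibition at 20 µM, scaled to each plate's controls, above about 33%, limit read from the data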
Target sequence (O00487 whole entry, looked up): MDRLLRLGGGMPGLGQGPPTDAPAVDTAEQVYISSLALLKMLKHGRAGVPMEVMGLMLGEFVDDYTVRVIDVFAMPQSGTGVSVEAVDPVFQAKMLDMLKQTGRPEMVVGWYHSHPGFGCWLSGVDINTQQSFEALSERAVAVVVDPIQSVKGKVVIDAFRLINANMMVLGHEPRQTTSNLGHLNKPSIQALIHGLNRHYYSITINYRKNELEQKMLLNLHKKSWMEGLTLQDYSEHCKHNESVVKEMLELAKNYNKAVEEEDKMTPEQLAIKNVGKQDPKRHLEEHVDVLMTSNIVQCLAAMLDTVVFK
Rin1 Abl inh = human Rin1-Abl interaction inhibition; P00519+Q13671; TR-FRET Rin1/Abl binding, biochemical; inhibition, % at 7.35 µM; actives 0.4% (n = 360,000); in the data active = inhibition above about 5%, passing the limit was not always enough
eLon inh = inhibitors of E. coli Lon protease; actives 0.42% (n = 360,000); purified E. coli Lon protease, fluorescence polarization; AID 602123; inhibition, % at 7.94 µM; P0A9M0; in the data active = inhibition above about 13%, passing the limit was not always enough;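 note: 0% = enzyme with probe and DMSO and 100% = no enzyme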
Starred values were filed as active, the others as inactive; i = inactive; . = not tested or not shown.

mol,Rpn11 block,CSN deneddyl inh,MT1-MMP act inh,MLLE-PAM2 inh,bovine MsrA act,Rin1 Abl inh,eLon inh,MsrA inh,FAS-TE inh
CC(C)CC(NC(N)=O)C(=O)Nc1cccc([N+](=O)[O-])c1 (configuration not stated),i,-1,2,0,-3,0,1,0.4,3
COc1ccc(-c2csc(Nc3ccc(Oc4ccccc4)cc3)n2)cc1,i,1,-5,-17,-1,-2,4,0.3,29
COc1ccc(CCNC(=O)C(=O)NCC2CCCN2S(=O)(=O)c2ccccc2)cc1OC (configuration not stated),i,3,-12,9,-2,2,-1,2.6,-6
CCCCN(C(=O)c1cccc(-n2cnnn2)c1)c1c(N)n(CC(C)C)c(=O)[nH]c1=O,i,-2,2,1,-1,3,7,0.1,-5
CC(=O)N1CCN(Cc2nc3cc(NC(=O)c4cccc(Br)c4)ccc3n2C)CC1,i,3,-3,0,-3,-2,1,0.8,-4
CC(C)CC(NC(=O)C1CCC(C)CC1)C(=O)Nc1ccc2c(c1)OCCO2 (configuration not stated),i,-3,-8,-7,-6,0,4,-0.3,1
COc1ccc(CCCc2nnc(SCC(=O)Nc3cccc(C)c3)o2)cc1,i,6,4,3,1,4,9,-0.6,16
CCC(=O)NC(=S)Nc1ccc(NC(=O)c2ccc([N+](=O)[O-])cc2Cl)cc1,i,-11,-2,18,-2,-3,6,0.1,-14
CN(C(=O)CC1C(=O)NCCN1CC1CCCCC1)C1CCOCC1 (configuration not stated),i,-1,10,19,-6,0,3,0.3,-6
COc1cccc(NC(=O)Nc2cccs2)c1,i,12,0,4,2,0,-4,0.6,-5
O=C(COC(=O)/C=C/c1cccc(C(F)(F)F)c1)NCc1cccs1,i,6,1,20,-4,2,-2,-0.5,-5
CN1C(=O)Cc2cc(S(=O)(=O)N3CCN(c4cccc(C(F)(F)F)c4)CC3)ccc21,i,2,-7,-8,-1,-1,-4,-0.3,1
COc1ccc(CN(C)c2ncnc3sccc23)c(OC)c1OC,i,-8,-6,-10,0,-1,-5,1.2,-2
Cc1cccc(NC(=O)CSc2nnc(CNC(=O)c3ccco3)n2C)c1,i,-1,0,2,-4,4,2,0.0,-6
O=S(=O)(Nc1cccc(Oc2ccc(Cl)cc2)n1)c1ccc(F)cc1,i,-4,2,-11,-5,0,13,.,8

mol,Rpn11 block,CSN deneddyl inh,MT1-MMP act inh,MLLE-PAM2 inh,bovine MsrA act,Rin1 Abl inh,eLon inh,MsrA inh,FAS-TE inh
CCN1C[C@@H]2[C@@H]3C(=O)N(Cc4ccccc4)C(=O)[C@@H]3[C@](Cc3ccccc3)(C(=O)OC)N2C1=NCc1ccccc1,i,3,-4,-3,-9,-2,5,1.5,1
FC(F)(F)c1ccccc1/C=N/n1c(C2CCCCC2)n[nH]c1=S,i,8,-3,-43,2,0,-4,0.1,17
O=C1NCCN1Cc1ccccc1,i,-3,-1,1,-6,-1,-14,-0.4,-8
O=C(CN=C1NS(=O)(=O)c2ccccc21)OCC(=O)c1ccccc1,i,1,5,0,-4,0,5,0.6,-3
O=C(O)c1ccc(NC2=C(Cl)C(=O)c3ccccc3C2=O)cc1,i,2,-1,47*,2,-2,0,-1.6,23
COC(=O)CN(c1nc(C)c(Cl)c(OC)n1)S(=O)(=O)c1ccc(C)cc1,i,8,-7,4,-3,-1,7,2.6,34
COc1ccc(CNC(=O)c2cn(Cc3ccccc3F)c(=O)s2)cc1,i,2,6,-13,-3,-3,-1,1.3,2
CN1CCN(C(CNS(=O)(=O)c2ccc(F)cc2)c2cccnc2)CC1 (configuration not stated),i,-3,-5,-6,-2,3,3,0.4,-12
Cc1cc[n+](-c2nc([O-])sc2/C=N/Nc2ccc([N+](=O)[O-])cc2)cc1,i,0,-2,9,-5,-8,5,0.6,-6
CN(CC(=O)Nc1ccc(Cl)cc1)C(=O)C1=COCCO1,i,2,1,4,-3,-2,-2,-0.3,-4
O=C(Nc1ccccc1-c1ccccc1)c1cccc([N+](=O)[O-])c1,i,3,1,-7,0,1,-4,0.0,16
Cc1ccc(C2NC(=O)c3ccccc3N2)s1 (configuration not stated),i,-4,-2,6,-7,-1,7,0.9,-7
O=C(c1ccccc1)c1cccn1CC(=O)N1CCN(c2ccc(F)cc2)CC1,i,-2,2,3,-6,-3,6,0.2,4
CCOc1ccc(NC(=O)NNC(=O)C2CCC(C(C)(C)C)CC2)cc1 (configuration not stated),i,5,2,-1,-4,0,1,0.3,-9
CN(Cc1ccccc1)C(=O)c1ccc(NC(=O)Cc2ccc(NC(=O)C3CCCN(C(=O)CCc4ccccc4)C3)cc2)cc1 (configuration not stated),i,6,5,16,0,-3,-6,0.5,6

mol,Rpn11 block,CSN deneddyl inh,MT1-MMP act inh,MLLE-PAM2 inh,bovine MsrA act,Rin1 Abl inh,eLon inh,MsrA inh,FAS-TE inh
O=C(CN1C(=O)c2cccc([N+](=O)[O-])c2C1=O)N1CCN(c2ccc(F)cc2)CC1,i,2,-1,2,0,-5,2,0.7,49
CCN(C(=O)COC(=O)c1cccnc1Nc1cccc(C(F)(F)F)c1)C1CCS(=O)(=O)C1 (configuration not stated),i,-9,0,-2,0,2,-1,1.0,11
NC(=O)c1cc(N2C(=O)C=CC2=O)ccc1Cl,i,-4,-3,31,-2,-1,1,.,-5
O=C(c1cccc(F)c1)N(Cc1nc2ccccc2c(=O)[nH]1)C1CCCC1,i,-9,-1,6,-1,2,0,-0.8,2
CCn1c2ccccc2c2nc3cc(S(=O)(=O)N4CCOCC4)ccc3nc21,i,0,3,31,-2,-5,1,.,14
CCC(=O)N1CCN(c2ccc(NC(=O)COc3cccc(C)c3C)cc2)CC1,i,-1,-2,-7,-2,1,-11,-2.5,-5
COc1cc(SC)ccc1C(=O)NCCc1c[nH]c2ccccc12,i,-3,3,-19,-2,1,-3,-1.1,12
Cc1ccc(F)cc1NC(=O)CCOc1ccccc1,i,-5,1,18,1,3,0,0.2,3
CCCOc1ccc(/C(O)=C2/C(=O)C(=O)N(CCCOC)C2c2cccnc2)cc1 (configuration not stated),i,-3,-1,1,-1,3,-3,1.2,-10
Cc1cccc(N=C2NC(=O)/C(=C/c3cccs3)S2)c1,i,4,-4,-4,-5,-3,1,3.0,13
CCOc1ccc(NC(=O)CN(C)C(=O)c2ccc(-c3ccc(C(C)=O)cc3)o2)cc1OCC,i,-3,-1,-13,-3,-1,-6,4.9*,1
COc1cc2c(cc1OC)CN(C(C)C(=O)Nc1ccc(NC(C)=O)cc1)CC2 (configuration not stated),i,-5,-1,-13,-13,-6,-11,0.7,-10
CC(C)Cn1c(N)c(C(=O)COC(=O)[C@H](C)NC(=O)c2ccccc2Cl)c(=O)n(C)c1=O,i,4,3,9,-1,3,0,-1.4,-6
COc1ccc(CN=C2NC(=O)CC(C(=O)Nc3ccc(Cl)cc3)S2)cc1 (configuration not stated),i,2,3,-4,-2,2,-8,-0.4,5
CC(=O)N1CCN(c2ccc(OC[C@H]3CO[C@](Cn4ccnc4)(c4ccc(Cl)cc4Cl)O3)cc2)CC1,i,-3,0,0,4,-1,-1,-1.1,-45

mol,Rpn11 block,CSN deneddyl inh,MT1-MMP act inh,MLLE-PAM2 inh,bovine MsrA act,Rin1 Abl inh,eLon inh,MsrA inh,FAS-TE inh
CCOc1ccc(CN2CCNC(=O)C2CC(=O)NCCc2nc(C)c3c(n2)CCC3)cc1 (configuration not stated),i,0,-7,8,-4,0,-5,0.3,-7
O=C(CNC(=O)c1ccccc1)OCCCOC(=O)CNC(=O)c1ccccc1,i,3,1,1,0,0,-5,-1.1,-2
O=C(O)c1ccc(CSc2nnc(-c3ccco3)n2-c2ccccc2)cc1,i,-3,-1,4,-2,-1,2,1.6,2
CC(C)(C)c1cc(/C=C2\NC(=O)NC2=O)cc(C(C)(C)C)c1O,i,0,6,-6,-2,0,-2,2.2,8
CC(=O)N(c1nc(CCl)cs1)c1ccc(C)cc1C,i,-8,-2,7,3,4,0,1.3,-5
Clc1ccc2nc(-c3cccc(SC4CCCCC4)c3)c(NCc3ccccc3)n2c1,i,3,-3,-17,0,0,-4,0.6,37
O=C(Nc1ccc(N2CCOCC2)c(S(=O)(=O)Nc2ccccc2Cl)c1)c1ccc(F)cc1,i,11,6,-4,-6,6,-6,0.3,27
COc1ccc(/C(C)=N/OCC(=O)Nc2nc3ccccc3s2)cc1,i,0,1,5,-3,2,-12,-0.7,14
CS(=O)(=O)N(CC(O)Cn1c2ccccc2c2ccccc21)c1cccc2ccccc12 (configuration not stated),i,13,-6,0,1,-1,-4,1.9,15
Cc1nn(-c2ccc(Cl)cc2)c2[nH]c(=O)c(CNCc3ccc4c(c3)OCO4)cc12,i,4,2,-2,-1,-1,4,0.0,-4
Oc1cccc(CCC2CCCCN2Cc2cn[nH]c2-c2ccc3c(c2)OCO3)c1 (configuration not stated),i,10,-5,1,0,2,-2,0.1,-6
CCOc1ccc(CCNC(=O)COC(=O)c2cccc(OC)c2O)cc1OCC,i,-1,0,-5,-3,-1,-9,1.4,-3
Cc1ccc(C(C(=O)NC(C)(C)C)N(Cc2ccccc2)C(=O)c2snc(C(N)=O)c2N)o1 (configuration not stated),i,2,0,6,-4,-3,2,4.0,4
CCN(CC)S(=O)(=O)c1ccc(OC)c(NC(=O)c2ccc(=O)[nH]c2)c1,i,4,-5,-19,-12,3,-8,-1.3,-5
C/C(=N/NS(=O)(=O)c1ccccc1)c1c[nH]c2ccccc12,i,-1,1,5,-9,1,-1,-0.9,-2

mol,Rpn11 block,CSN deneddyl inh,MT1-MMP act inh,MLLE-PAM2 inh,bovine MsrA act,Rin1 Abl inh,eLon inh,MsrA inh,FAS-TE inh
CC(=O)Nc1ccc(NS(=O)(=O)c2cc([N+](=O)[O-])ccc2C)cc1,i,-4,2,3,-4,0,-1,-1.1,-1
COc1ccc(-c2ccc(CCC(=O)O)n2NC(=O)c2cccs2)cc1,i,7,-3,-19,-4,2,4,-0.7,-12
Cc1ccc(NC(=O)c2cccc(S(=O)(=O)N(C)c3ccccc3)c2)cc1S(=O)(=O)N1CCOCC1,i,-4,-6,-2,5,1,-4,0.3,34
COc1ccc(C(C(=O)NC2CCCC2)N(CCCO)C(=O)Cn2nnc(-c3ccc(C)o3)n2)cc1 (configuration not stated),i,-2,-1,-2,-2,1,-1,-0.7,2
Cc1ccccc1N1CC(C(=O)Nc2ccc(S(=O)(=O)N3CCCC3)cc2)CC1=O (configuration not stated),i,-3,3,0,-2,0,2,-1.2,-6
Cc1cc(Cl)ccc1NNC(=O)CCc1ccccc1,i,0,4,-3,-1,3,-1,-0.6,5
CNC(=S)NNc1nc(C)cc(C)n1,i,3,-2,-5,-10,-2,0,0.4,-10
COC(=O)Cn1c(=NC(=O)CSCC(=O)Nc2cc(C)on2)sc2cc(C(=O)OC)ccc21,i,5,-3,30,-1,3,1,0.9,-5
Cc1cccc(NC(=S)NC(NC(=O)OCc2ccccc2)C(Cl)(Cl)Cl)c1 (configuration not stated),i,1,5,4,0,0,3,-0.3,4
COc1cccc(CN(Cc2ccco2)C(c2ccc(F)cc2)c2nnnn2C(C)(C)C)c1 (configuration not stated),i,-2,-12,6,-1,5,3,2.1,21
Fc1ccccc1Oc1nc(-c2ccncc2)nc2ccccc12,i,0,-6,12,-1,-2,-2,1.2,24

Copied from the list.
eLon inh result of Cc1cccc(N=C2NC(=O)/C(=C/c3cccs3)S2)c1 = 1
Rin1 Abl inh result of Cc1ccc(C2NC(=O)c3ccccc3N2)s1 (configuration not stated) = -1
